DNMT1 inh: DNMT1 (human) enzyme inhibition | P26358 | DNMT1 molecular beacon, Hinp1I cleavage, fluorescence | inhibition (reported as % activation of signal), % at 10 µM | 360,000 tested, 0.83% active; in the data active means inhibition above about 50%
CSN deneddyl inh: CSN deneddylation inhibition; inhibition, % at 12.5 µM; AID 651999; Purified CSN, SCF-Nedd8-OG deneddylation, fluorescence polarization; Q92905; 360,000 tested, 0.38% active;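 active means pattern-corrected inhibition above about 35%, with an unprinted fluorescence ratio check between 0.5 and 1.5, limit read from the data, passing the limit was not always enough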;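 further: 0% = enzyme with substrate and 100% = substrate without enzyme; some results filed as inactive read as strong as hits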
Target sequence (Q92905 whole entry, looked up, one chain of several): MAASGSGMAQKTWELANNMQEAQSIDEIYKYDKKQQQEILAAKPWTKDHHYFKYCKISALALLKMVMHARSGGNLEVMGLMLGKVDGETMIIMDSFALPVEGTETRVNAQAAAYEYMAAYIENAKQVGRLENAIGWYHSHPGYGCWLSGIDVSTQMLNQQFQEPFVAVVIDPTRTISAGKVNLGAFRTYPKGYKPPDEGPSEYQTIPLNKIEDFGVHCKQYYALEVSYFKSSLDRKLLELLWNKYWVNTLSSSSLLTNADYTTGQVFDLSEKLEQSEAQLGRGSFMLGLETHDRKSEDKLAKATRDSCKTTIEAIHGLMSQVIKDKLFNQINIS
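Test system: purified human Csn5 enzyme expressed in HEK293T cells. Amount: 0.24 nM enzyme. Reagent: SCFSkp2-Nedd8OG substrate at 10 nM final. Schedule: 90 min incubation of compound, enzyme and substrate at room temperature. Detection: fluorescence polarization. Read-out: % inhibition of substrate cleavage by Csn5.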
NadD block: blocks S. aureus nicotinate mononucleotide adenylyltransferase | purified NadD enzyme, colorimetric absorbance read-out | inhibition, % at 20 µM | 360,000 tested, 0.78% active | AID 602399; in the data active means inhibition above about 26%; further: some compounds past the cut are filed as inactive
Rpn11 block: Rpn11 (human) deubiquitinase inhibition | 360,000 tested, 0.59% active | calls only at 20 µM | human 26S proteasome, Ub4-pepOG fluorescence polarization; 20S core pre-blocked with epoxomicin | AID 588493;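 active means inhibition at 20 µM, scaled to each plate's controls, above about 33%, limit read from the data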
Target sequence (O00487 whole entry, looked up): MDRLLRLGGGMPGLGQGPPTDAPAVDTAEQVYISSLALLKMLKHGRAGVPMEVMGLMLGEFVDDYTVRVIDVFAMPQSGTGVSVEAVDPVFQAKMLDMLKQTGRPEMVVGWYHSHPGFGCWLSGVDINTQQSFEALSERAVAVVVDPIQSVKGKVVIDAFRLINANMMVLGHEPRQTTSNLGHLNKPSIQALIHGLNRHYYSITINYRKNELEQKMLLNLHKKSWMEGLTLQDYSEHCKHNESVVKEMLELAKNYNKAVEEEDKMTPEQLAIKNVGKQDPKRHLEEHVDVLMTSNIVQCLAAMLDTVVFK
Scp-1 inhibitor: inhibitors of human Scp-1 phosphatase; Q9GZU7; AID 493091; inhibition, % at 20 µM; 340,000 tested, 0.88% active; Recombinant Scp1, phosphopeptide, malachite green phosphate absorbance;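 active means inhibition above about 50% at 20 µM, limit read from the data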;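 further: plate controls were DMSO wells with enzyme for no effect and wells lacking enzyme for full effect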
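Test system – truncated SCP-1 phosphatase (76-261aa) · Reagent – Phosphorylated 17-residue peptide substrate · Incubation – 45 min room-temperature reaction, 5 min colour, 30 min stabiliser · Detection – colorimetric phosphate reagent with accelerator and stabiliser, absorbance at 630 nm · Measure – % inhibition at 20 µM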
MLLE-PAM2 inh: blocks PAM2 peptide binding to the PABP1 MLLE domain | P11940 | GST-MLLE / FITC-PAM2 fluorescence polarization | inhibition, % at 20 µM | 360,000 tested, 0.36% active | AID 588489; in the data active means inhibition above about 35%, passing the limit was not always enough;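 further: plate controls were DMSO wells with GST-MLLE for no effect and wells lacking GST-MLLE protein for full effect; some results filed as inactive read as strong as hits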
Tb MetRS inh: blocks T. brucei methionyl-tRNA synthetase activity. purified T. brucei MetRS, ATP depletion, Kinase-Glo luminescence. inhibition, % at 11.9 µM. 360,000 tested, 0.4% active. AID 624268;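 active means inhibition above a per-plate cutoff of the control wells' mean inhibition plus 3 SD, cut at about 5.5% in these data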;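 further: 0% = DMSO wells median and 100% = median of wells with control inhibitor compound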
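Dosing: 11.9 µM compound single dose, 0.9% DMSO; Assay system: purified T. brucei MetRS enzyme; Measured by: Kinase-Glo luciferase luminescence reporting remaining unconsumed ATP; Schedule: 15 min plus 2 h at 25 °C.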
STEP block: blocks human striatal-enriched tyrosine phosphatase; P54829; recombinant STEP, OMFP fluorogenic substrate, fluorescence; inhibition, % at 20 µM; 360,000 tested, 0.25% active; AID 588621;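 active means inhibition at 20 µM, scaled per plate between control wells, above about 37%, limit read from the data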;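 further: 0% = DMSO with enzyme and substrate and 100% = substrate only without enzyme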
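Also added – OMFP at 25 µM · Test system – STEP tyrosine phosphatase · Technique – FITC-channel fluorescence of OMFP product · Schedule – 20 min at room temperature, dark · Evaluation – control-normalized % inhibition with plate pattern correction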
LMPTP inh: LMPTP (human) inhibition. recombinant LMPTP-A, OMFP fluorogenic substrate, fluorescence intensity. inhibition, % at 20 µM. 360,000 tested, 0.22% active. P24666. AID 651560;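 active means compounds that cut the enzyme signal by at least half of the control window in the single-dose screen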;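 further: plate controls were DMSO wells with enzyme plus substrate for no effect and substrate without enzyme for full effect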
Target sequence (P24666 whole entry, looked up): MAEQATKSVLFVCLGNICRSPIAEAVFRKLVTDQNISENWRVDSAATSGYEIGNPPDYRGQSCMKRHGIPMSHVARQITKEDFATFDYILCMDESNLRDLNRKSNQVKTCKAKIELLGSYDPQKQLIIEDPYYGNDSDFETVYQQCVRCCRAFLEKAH
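Test system: LMPTP-A, protein tyrosine phosphatase of low molecular weight; Input: 0.625 nM enzyme; Incubation: 50 min dark incubation at room temperature; Signal: endpoint fluorescence intensity from OMFP dephosphorylation; Read-out basis: % inhibition versus control wells.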
SUMO1 PPI mod: alters human SUMO1 binding to SIM partners; inhibition, % at 20 µM; AID 602429; 360,000 tested, 0.33% active; SUMO1 binding to a labelled peptide, TR-FRET, 1 h; P63165; in the data active means inhibition above about 37%
Target sequence (P63165 whole entry, looked up): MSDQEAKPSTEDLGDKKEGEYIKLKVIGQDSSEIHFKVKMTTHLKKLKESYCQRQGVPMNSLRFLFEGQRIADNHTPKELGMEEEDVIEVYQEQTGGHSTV
An asterisk follows results filed as active; i = inactive; · = not tested or not shown.

item	mol	SUMO1 PPI mod	CSN deneddyl inh	Scp-1 inhibitor	NadD block	Tb MetRS inh	MLLE-PAM2 inh	STEP block	DNMT1 inh	LMPTP inh	Rpn11 block
1	CCN(CC(=O)Nc1c(F)cccc1F)C(=O)Cc1csc(-c2ccccc2)n1	1	0	1	-3	-0.6	17	1	1	-1.1	i
2	CCOC(=O)C(=O)NCC(c1ccco1)S(=O)(=O)c1cccs1 (centres undefined)	3	0	-3	1	-0.2	2	2	3	-0.8	i
3	CCSc1nc2ccccc2n1Cc1ccccc1F	0	-1	-2	4	-0.9	11	-3	-2	0.7	i
4	CCOc1cc(N2CCOCC2)c(OCC)cc1NC(=O)c1ccc(OC(C)C)cc1	-3	5	1	8	-0.8	-13	-2	11	-0.3	i
5	N#C/C(=C\c1ccc(Cl)s1)C(=O)N1CCN(c2ccccc2)CC1	-10	-1	-3	2	-0.4	-13	-3	-2	-0.1	i
6	Cc1nc(CS(=O)c2ccc(Cl)cc2)cc(N2CCOCC2)n1 (centres undefined)	2	4	-4	-6	-1.4	6	-5	2	-2.1	i
7	C/C(N)=C(/C#N)C(=O)COC(=O)C(c1ccccc1)c1ccccc1	-3	-7	0	-4	0.1	-7	0	4	0.9	i
8	COc1ccc(/C=C/C(=O)NCC(=O)N/N=C(/C)c2ccc(Cl)cc2)cc1	-3	-1	25	-1	-0.7	4	-2	40	1.6	i
9	N/C(=N\OC(=O)Cc1ccccc1)c1ccccn1	11	0	0	3	-0.1	11	0	1	0.2	i
10	CCc1cccc(C)c1NC(=O)CN(C)S(=O)(=O)c1ccc(-c2ccc(=O)[nH]n2)s1	-28	5	-6	-1	-0.1	-9	3	0	-1.8	i
11	O=C(c1ccccc1)[C@H]1CC=CC[C@H]1C(=O)O	-3	-5	1	-3	-0.1	8	-6	5	-1.6	i
12	O=S1(=O)CCO[C@H]2Cc3ccccc3[C@H]2N1Cc1cccc(C(F)(F)F)c1	11	-4	-8	-7	-0.1	-16	1	1	2.7	i
13	CC1=NN(c2ccc(Br)cc2)C(=O)/C1=C/c1ccc(-c2ccccc2C(=O)O)o1	14	-1	9	7	-1.0	13	6	5	-2.0	i
14	Fc1ccc(NC(=S)Nc2cccnc2)cc1	0	0	10	-5	-1.0	35	-3	1	-2.1	i
15	COC(=O)c1ccc(CSc2nc3ccccc3s2)o1	0	-6	25	4	-0.6	16	-2	-1	4.0	i
16	COC(=O)c1ccc(NC(=O)COc2ccccc2OC)cc1	-4	0	-2	7	0.9	-3	1	-1	0.6	i
17	Cc1occc1C(=O)NNC(=O)c1ccccc1F	-1	-11	10	3	-0.9	9	-1	0	0.5	i
18	Cn1cc(S(=O)(=O)NC[C@H]2O[C@@H](n3cnc4c(N)ncnc43)[C@H](O)[C@@H]2O)cn1	3	2	7	0	0.1	8	-1	3	-0.3	i
19	O=C(Nc1ccc(F)cc1)c1cc(-c2ccccn2)nc2c(Cl)cccc12	2	2	-2	11	0.0	-12	0	3	-0.6	i
20	O=C1CCCN1CCCNc1nc2c(S(=O)(=O)c3ccc(Br)cc3)nnn2c2ccccc12	-23	0	-9	-4	0.0	3	2	6	2.4	i
21	O=C(Nc1nnc(-c2ccccc2)s1)c1cccc(S(=O)(=O)N2CCOCC2)c1	13	-7	-4	-1	-1.0	12	6	1	0.6	i
22	O=C(O)c1cccc(N2C(=O)C=CC2=O)c1	7	-1	·	3	-0.5	31	2	15	-0.2	i
23	COc1ccc(N2CC(C(=O)Nc3c4c(nn3-c3ccc(OC)cc3)CS(=O)(=O)C4)CC2=O)cc1 (centres undefined)	1	3	0	-1	-0.5	-5	0	2	0.7	i
24	CC12CCC(C(=O)NCCCN3CCOCC3)(C(Br)C1=O)C2(C)C (centres undefined)	-6	-5	7	-5	-0.4	1	1	0	-1.9	i
25	O=C(OCC(=O)c1ccccc1Br)c1ccccn1	2	1	-7	-4	0.1	-5	-1	0	-1.4	i
26	Cc1nc(C)c(-c2ccn(S(=O)(=O)c3ccc(Cl)cc3)n2)o1	10	2	-7	-1	-0.1	-7	-2	-1	-0.5	i
27	COC(=O)c1ccc(NC(=S)N2CCN(C(=O)c3ccco3)CC2)cc1	-1	1	-5	2	0.4	-35	27	1	-0.3	i
28	COc1ccc(-n2cccc2C=O)cc1	3	-1	-5	24	-0.1	12	-2	-2	0.2	i
29	Cc1cc(C)c(S(=O)(=O)N2CCCOC2CNC(=O)C(=O)NCc2ccccn2)c(C)c1 (centres undefined)	-1	1	-3	-5	-0.3	10	-5	0	-1.8	i
30	O=C(NCc1n[nH]c(=S)n1-c1ccc(Cl)c(Cl)c1)c1ccco1	1	2	1	-2	-0.3	-16	16	1	-1.6	i
31	O=C(COC(=O)[C@@H]1CCCN1C(=O)c1cccs1)Nc1ccc(F)cc1[N+](=O)[O-]	-8	2	-11	-5	-0.5	9	-2	0	-2.1	i
32	Fc1cccc(Cl)c1CSc1nnnn1-c1ccc2c(c1)OCO2	-8	1	-15	1	-1.3	-7	2	1	2.1	i
33	CCn1c(=S)sc2c(=O)[nH]c(C)nc21	3	-2	1	1	-0.3	-3	2	0	-3.2	i
34	S=C(NC1CCCC1)NC1CC1	-3	2	2	4	-1.3	-18	-2	2	-1.0	i
35	CCCNC(=O)c1cccc(COc2ccccc2OC)c1	-2	3	-4	6	-1.3	-2	-3	-1	-0.4	i
36	COC(=O)c1ccccc1NC(=O)CSc1nnc(-c2cccnc2)n1N	-1	9	-2	-6	-0.5	-15	0	1	-1.8	i
37	CCc1ccc(NC(=O)c2c(C(=O)Nc3ccccc3)sc3nc(C)cc(=O)n23)cc1	0	13	-26	-1	2.3	-4	-4	2	0.6	i
38	Cc1cnc(C(=O)OCC(=O)c2csc(N3CCCCC3)n2)cn1	-18	4	14	-9	0.2	8	4	11	13	i
39	CCn1c(Cc2ccccc2)nnc1SCC(=O)Nc1ccc2c(c1)OCO2	1	3	0	-3	-0.4	5	2	0	1.0	i
40	COc1ccc(-c2nc(CSCC(=O)NC3CC3)c(C)o2)cc1OC	4	3	-2	-4	-0.5	-10	1	2	-0.9	i

Some of the entries above, reformatted.
Under each structure: SUMO1 PPI mod	CSN deneddyl inh	Scp-1 inhibitor	NadD block	Tb MetRS inh	MLLE-PAM2 inh	STEP block	DNMT1 inh	LMPTP inh	Rpn11 block
38: Cc1cnc(C(=O)OCC(=O)c2csc(N3CCCCC3)n2)cn1
→ -18	4	14	-9	0.2	8	4	11	13	i
35: CCCNC(=O)c1cccc(COc2ccccc2OC)c1
→ -2	3	-4	6	-1.3	-2	-3	-1	-0.4	i
30: O=C(NCc1n[nH]c(=S)n1-c1ccc(Cl)c(Cl)c1)c1ccco1
→ 1	2	1	-2	-0.3	-16	16	1	-1.6	i

The results go on:
item	mol	SUMO1 PPI mod	CSN deneddyl inh	Scp-1 inhibitor	NadD block	Tb MetRS inh	MLLE-PAM2 inh	STEP block	DNMT1 inh	LMPTP inh	Rpn11 block
41	COc1ccc(OCc2nc(C#N)c(NCCCn3ccnc3)o2)cc1	-1	-3	-7	-1	-0.5	7	-1	1	-4.0	i
42	CC(NC(=O)Cn1nc(-c2ccccc2)ccc1=O)c1ccccc1 (centres undefined)	-8	-6	-5	-2	0.7	12	1	2	-2.0	i
43	COc1ccccc1N1CCN(C(=O)CN(C)S(=O)(=O)c2cc(C)ccc2OC)CC1	0	-11	-2	-3	-0.5	-4	-1	-2	0.8	i
44	CCC1(C)CC2(CCCN(CCC(O)(c3ccccc3)c3ccccc3)C2)CCO1 (centres undefined)	4	2	-5	-12	-0.7	5	-2	9	-1.7	i
45	Cc1ccc(C(=O)N/C(=C/c2ccc(-c3ccc([N+](=O)[O-])cc3)o2)C(=O)NCCCN(C)C)cc1	-52	11	15	2	2.2	-60	0	2	-2.4	i
46	O=C(Nc1ccc(S(=O)(=O)Nc2nccs2)cc1)C1CCCCC1	4	2	-4	-2	-0.1	9	5	0	-1.8	i
47	O=C(NCc1ccccn1)C1CC(=O)N(C2CCCC2)C1 (centres undefined)	2	0	-5	3	0.9	18	-1	-4	-1.1	i
48	CNc1nc(N2CCc3ccccc32)ncc1F	4	0	-8	3	0.2	4	-3	-6	1.5	i
49	CCCN(C(=O)Cn1ncc2c(=O)oc3ccccc3c21)c1cccc(C)c1	1	-5	-8	-10	0.1	17	0	-4	-1.1	i
50	Cc1ccc(-c2noc(CCC(=O)Nc3cc(C)ccn3)n2)cc1	8	5	-1	0	-0.9	9	2	8	-0.5	i
51	CCOC(=O)Nc1nc(C)c(C(=O)c2ccc(Cl)cc2)s1	-6	0	1	-4	-1.6	-4	0	-2	-1.6	i
52	O=C1CCc2ccc(NS(=O)(=O)c3ccc(F)cc3)cc2N1	-3	-3	-3	-2	-1.1	-5	-1	-1	0.8	i
53	COc1ccc(-c2coc3c(C(=O)Nc4cccc(NS(C)(=O)=O)c4)cccc23)c(C)c1	0	-4	·	-3	-0.3	3	1	-25	3.5	i

An excerpt from above with just Rpn11 block.
entry | SMILES | Rpn11 block
41 | COc1ccc(OCc2nc(C#N)c(NCCCn3ccnc3)o2)cc1 | i
42 | CC(NC(=O)Cn1nc(-c2ccccc2)ccc1=O)c1ccccc1 (centres undefined) | i
43 | COc1ccccc1N1CCN(C(=O)CN(C)S(=O)(=O)c2cc(C)ccc2OC)CC1 | i
44 | CCC1(C)CC2(CCCN(CCC(O)(c3ccccc3)c3ccccc3)C2)CCO1 (centres undefined) | i

From PubChem BioAssay
